PAX8 inh HTS: PAX8 transcriptional activity inhibition; RMG-I TPO-luciferase reporter, SteadyGlo, 24 h; inhibition, % at 12.6 µM; 360,000 tested, 1.2% active;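 active means mean replicate inhibition at least 60% with every replicate also reaching 60%; inconclusive means only one of the two criteria is met; inactive means mean below 60% and not all replicates reaching 60%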;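 further: luciferase light reporting Pax8 driven TPO promoter activity; plate controls were median of neutral control wells for no effect and mitoxantrone controls for full effect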
C2C12 statin: suppressors of simvastatin-induced myotoxicity in C2C12 myotubes. ATP luminescence, 48 h; scaled: DMSO 0, geranylgeraniol control 100. rescue of ATP level, % at 7.49 µM. 330,000 tested, 0.78% active. AID 602340;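 active means mean ATP rescue above about 67%, or every replicate alone reaching that limit, limit read from the data, passing the limit was not always enough; inconclusive means no clear call, values can overlap the other calls; inactive means mean under the limit and some replicate under it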;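 further: myotubes were challenged with 10 µM simvastatin during compound exposure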
GSIS activator: GLuc luminescence reporter in INS-1E cells, primary screen for activators of glucose-dependent secretion of insulin | INS-1E GLuc reporter insulin secretion, 2-3 h | activation, % at 16.6 µM | 370,000 tested, 0.61% active | AID 743287;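 active means lowest replicate activation of at least 40%, so every replicate reaches that level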;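 further: 0% = median of neutral control wells and 100% = median of IBMX positive control wells; some compounds called inactive have numbers as strong as hits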
Cneo AK release: causes C. neoformans cell lysis. lysis activity, % at 15 µM. 360,000 tested, 0.2% active. adenylate kinase release luminescence, 4 h; normalised: neutral wells 0, clomiphene wells 100;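 active means mean lysis activity across replicates of at least 80%, whatever share of replicates individually reach that level; inactive means mean lysis activity below 80%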
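Schedule: static 4 h at 37 °C with compound, 1 h detection; system: C. neoformans cells; benchmarks: Clomiphene as positive control; buffer or medium: fresh YPD medium; measure: luminescence rise reflecting yeast cell lysis; measured by: luminescent adenylate kinase detection reagent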
ARNT-TACC3 inh: ARNT/TACC3 interaction disruption; Q9Y6A5; AlphaScreen His-ARNT PAS-B/GST-TACC3 binding, luminescence; TACC3 fragment carries E629A point mutation; inhibition, % at 9.99 µM; 390,000 tested, 0.66% active; AID 623870;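 active means mean inhibition of replicates at least 50% and at least half of replicates each reaching 50%; inconclusive means half or more replicates reach 50% but mean below 50%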;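 further: 0% = complete ARNT plus TACC3 wells and 100% = ARNT alone without TACC3; many hits fall short of the cut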
PGC1a acetyl inh: PGC1a acetylation modulation, inhibitor mode; U2OS PGC1a acetylation, AlphaScreen anti-acetyl-lysine; with virally co-expressed GCN5 acetyltransferase; inhibition, % at 15.6 µM; 350,000 tested, 0.17% active; AID 651687;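 active means every replicate shows inhibition of at least 40%; inconclusive means mean inhibition at least 40% but some replicate below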;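 further: 0% = neutral control wells and 100% = positive control wells; some results beyond the cut were filed as inactive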
PglD inh: inhibitors of Campylobacter jejuni PglD acetyltransferase. AID 602405. 360,000 tested, 0.098% active. purified PglD enzyme, DTNB colorimetric CoA detection. inhibition, % at 12.5 µM; in the data active means inhibition above about 16%, passing the limit was not always enough; inconclusive means no clear call, values can overlap the other calls; further: strong numbers were not always called active
LGR2 antag: inhibitors of bursicon-induced Drosophila LGR2 receptor cAMP signaling. HEK293 LGR2, CRE-luciferase, bursicon-stimulated, 4 h. inhibition, % at 9.99 µM. 380,000 tested, 0.35% active;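 active means drop in luminescence signal, shown as inhibition above about 50% in the replicate tests, limit read from the data, passing the limit was not always enough; inconclusive means probably only some replicates passing the limit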;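 further: agonist challenge used bursicon conditioned medium at about half maximal strength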
* marks the source's active call; other numbers are inactive results; ? = inconclusive; . = no result given.

SMILES	PAX8 inh HTS	C2C12 statin	GSIS activator	Cneo AK release	ARNT-TACC3 inh	PGC1a acetyl inh	PglD inh	LGR2 antag
CO[C@H]1CN(C)C(=O)c2cc(NC(=O)Nc3ccccc3F)ccc2OC[C@@H](C)N(CC2CC2)C[C@@H]1C	-3	-2	-19	48	-6	-6	2	-6
O=[N+]([O-])c1ccc(S(=O)(=O)Nc2nnc(C3CCCCC3)s2)cc1	7	3	-15	6	.	.	6	8
COc1cc2c(cc1NC(=O)CSc1nc3cc(Cl)ccc3s1)oc1ccccc12	10	.	-10	-2	-2	.	4	-2
CCCCNc1ccc(C(F)(F)F)cc1S(=O)(=O)NCCc1ccc(F)cc1	58	-10	33	0	-5	-21	1	3
CCCC(=O)Nc1ccc2c(c1)OC[C@H](C)N(Cc1ccccc1)C[C@@H](C)[C@H](OC)CN(C)C2=O	9	15	-40	2	-1	-3	1	-1
CCN=c1scc(C)n1/N=C/c1ccsc1	.	.	.	-1	-11	-2	-10	.
S=C(Nc1cc(Cl)ccc1Cl)Nn1cnnc1	6	.	11	-1	4	-2	3	3
COc1ccc(-c2[nH]ncc2/C=N/NC(=O)c2cc(Br)ccc2O)c(OC)c1	.	3	-6	-1	38	2	4	-2
Cc1ccc(-c2nnc(N3CCN(CCO)CC3)c3ccccc23)cc1	-3	8	14	-3	34	.	-4	3
COc1cc(Oc2ccccc2)nc(N)n1	-25	.	-3	.	-3	-9	.	-1
COc1ccccc1N1CCN(C(=O)/C=C/c2cccs2)CC1	6	.	1	.	0	.	.	-25
Cc1ccc2nc(-c3ccccn3)cc(C(=O)Nc3ccc4c(c3)OCO4)c2c1	5	12	1	1	-22	5	8	22
CC1CCCCN1S(=O)(=O)c1ccc(C(=O)Nc2nnc(C3CC3)o2)cc1 (stereo unspecified)	5	-1	17	1	46*	.	-1	0
CC1CN(C2CCCCC2)C(=O)NC1=O (stereo unspecified)	19	-8	-12	0	1	22	-6	-9
Cc1ccc(-n2c(=O)cc(N3CC(C)CC(C)C3)[nH]c2=O)cc1 (stereo unspecified)	.	-3	.	3	-2	-3	-11	.
COc1cccc(N(C(=O)c2snc(C(N)=O)c2N)C(C(=O)NCC2CCCO2)c2ccc(F)cc2)c1 (stereo unspecified)	11	-4	21	0	-8	.	-6	3
CCOc1ccc(OCC(=O)OCC(=O)NCC2CCCO2)cc1 (stereo unspecified)	-6	5	-5	4	-2	-1	3	14
Cc1nn(-c2ccc(Br)cc2)c(=O)c2ccccc12	-146	-4	16	-3	-5	.	5	-37
C[C@H]1CN([C@@H](C)CO)C(=O)Cc2cc(N(C)C)ccc2O[C@@H]1CN(C)S(=O)(=O)c1cccs1	-1	-1	24	4	15	2	-1	-3
COc1ccc(/C=C(\C#N)c2cc(OC)c(OC)cc2[N+](=O)[O-])cc1	18	-34	14	-3	11	9	-6	-5
COC(=O)c1cc2c(s1)-c1ccccc1OC2	-24	-2	.	0	-9	.	2	-70
C[C@H]1CN([C@@H](C)CO)C(=O)c2cc(NC(=O)C3CC3)ccc2O[C@@H]1CN(C)CC1CCCCC1	-5	81*	0	-1	.	-9	2	15
CC(C)(Cc1ccc(O)cc1)NC(=O)CC(=O)N=Nc1c(O)[nH]c2cc(Br)ccc12	11	18	.	0	-14	-2	0	19
C[C@H](CO)N1C[C@H](C)[C@H](CN(C)C(=O)Cc2ccncc2)Oc2cc(C#CC3CCCC3)ccc2S1(=O)=O	27	-23	-16	0	6	-4	-1	-3
C[C@@H]1CN([C@H](C)CO)C(=O)Cc2cc(NC(=O)Cn3cnnn3)ccc2O[C@@H]1CN(C)S(=O)(=O)c1cccs1	4	23	17	0	.	3	3	3
CC(=O)N1c2ccc(S(=O)(=O)N(C)C3CCCCC3)cc2CC1C (stereo unspecified)	-15	-1	-5	-2	2	-4	-2	1
CCC(C)OC(=O)n1ccc(C(=O)Nc2nccs2)n1 (stereo unspecified)	.	-3	.	0	3	10	1	.
CC1=C(C(=O)N2CCOCC2)CC(CC(=O)NCc2cccs2)C(=O)N1Cc1ccc(F)cc1 (stereo unspecified)	2	-2	5	1	.	.	-6	0
CC(=O)c1ccc(N2CCN(C(=O)CCS(=O)(=O)c3ccc4c(c3)NC(=O)CS4)CC2)cc1	12	-21	-8	-1	-13	3	2	-20
CCn1c(SCC(=O)C(C)(C)C)nnc1-c1ccccn1	.	23	.	-1	7	1	-1	.
Cc1cc(-c2n[nH]c(=S)n2-c2ccccc2C)cs1	6	.	25	.	1	.	.	-5
CC(OC(=O)/C=C/c1ccco1)C(=O)NC1CCCCC1C (stereo unspecified)	1	1	3	-2	-3	6	-6	-10
O=C(NC1CCCCCC1)c1cc2n(n1)C(C(F)(F)F)CC(c1ccco1)N2 (stereo unspecified)	.	-10	.	0	-5	-3	6	.
C[C@H]1CN([C@@H](C)CO)C(=O)c2cccc(NC(=O)c3cnccn3)c2O[C@@H]1CN(C)Cc1ccc(-c2ccccc2)cc1	8	6	-19	8	.	0	5	-1
C[C@@H]1CN([C@@H](C)CO)C(=O)c2ccccc2-c2ccccc2CO[C@H]1CN(C)S(=O)(=O)c1cccc(F)c1	-5	.	-17	-4	-1	3	4	20
CO[C@H](CN(C)C(=O)c1ccc2c(c1)OCO2)[C@H](C)CN([C@@H](C)CO)S(=O)(=O)c1ccc(C)cc1	.	-6	-10	7	-7	-1	-3	8
CN=C1CC(C)(C)CC(=O)/C1=C(/O)CCC(=O)NC	.	13	.	-1	-2	3	0	.
CCC(=O)N(CC)C[C@@H]1[C@@H](c2ccc(-c3ccccc3)cc2)[C@H](CO)N1C(C)=O	-16	20	4	7	-1	-1	0	-6
O=c1sc(Nc2ccccc2)nc2ccsc12	.	1	.	-2	-8	.	-4	.
OCCSc1nc(-c2cccnc2)nc2ccccc12	-14	?	.	3	15	2	5	.
COc1ccccc1S(=O)(=O)N[C@H]1CC[C@@H](CC(=O)NCc2cccc(F)c2)O[C@@H]1CO	7	-10	5	20	2	-1	-9	8
C=C[C@@H]1c2cc(C)ccc2N(S(=O)(=O)c2ccc(C)cc2)[C@H](c2ccc(OC(C)=O)cc2)C1(C#N)C#N	17	-59	29	0	-1	-49	-2	15
CC(C)(C)CC(=O)Nc1nnc(SCC(=O)N2CCCCC2)s1	7	3	5	0	-4	2	1	-1
COc1ccccc1C#Cc1cnc2c(c1)C(=O)N([C@@H](C)CO)C[C@H](C)[C@@H](CN(C)C(=O)CN(C)C)O2	.	12	7	-1	9	-1	-2	-5
Cc1ccccc1Cn1c(C)c(C(=O)NCc2cccc(C(F)(F)F)c2)sc1=O	3	1	14	-1	.	.	-4	4
COc1cc(/C=C2/C(=O)NN(c3cccc(Cl)c3)C2=O)cc(Br)c1O	-20	21	-45	3	32	.	5	2
Cc1ccccc1OCCCn1c(=O)sc2ccccc21	.	1	.	-7	-7	-5	-2	.
C[C@@H]1CN([C@H](C)CO)C(=O)Cc2cc(NS(=O)(=O)c3cn(C)cn3)ccc2O[C@@H]1CN(C)C(=O)Nc1ccc(C(F)(F)F)cc1	.	-1	19	.	.	-17	.	-3
CCCn1c(SCC(=O)Nc2ccccc2OC)nnc1-c1ccco1	18	9	-4	0	3	9	-1	-14
CCOC(=O)c1c(S(=O)(=O)N2CCCC(C)C2)c(C)n(C)c1C (stereo unspecified)	5	6	13	4	-8	-3	-1	2

Entries from the list above that contain a cyano group:
SMILES	PAX8 inh HTS	C2C12 statin	GSIS activator	Cneo AK release	ARNT-TACC3 inh	PGC1a acetyl inh	PglD inh	LGR2 antag
COc1ccc(/C=C(\C#N)c2cc(OC)c(OC)cc2[N+](=O)[O-])cc1	18	-34	14	-3	11	9	-6	-5
C=C[C@@H]1c2cc(C)ccc2N(S(=O)(=O)c2ccc(C)cc2)[C@H](c2ccc(OC(C)=O)cc2)C1(C#N)C#N	17	-59	29	0	-1	-49	-2	15

Next part
SMILES	PAX8 inh HTS	C2C12 statin	GSIS activator	Cneo AK release	ARNT-TACC3 inh	PGC1a acetyl inh	PglD inh	LGR2 antag
COC(=O)c1ccc(-c2noc(CN(C)CC3CCCCO3)n2)cc1 (stereo unspecified)	-80	-7	.	.	-4	3	.	3
CC(NC(=O)CN1C(=O)NC(c2ccccc2)(c2ccccc2)C1=O)c1cccs1 (stereo unspecified)	20	5	.	3	10	.	1	7
Cc1noc(NC(=O)c2ccccc2C(F)(F)F)c1C#N	6	0	-11	.	-18	-9	.	-3
O=C(O)CC(=O)Nc1cc(Cl)ccc1O	.	-2	.	-5	-12	1	-3	.
CCOCCCNC(=O)C1(O)c2ccccc2NC(=O)N1c1ccc(Cl)c(Cl)c1 (stereo unspecified)	-21	3	-2	0	-1	-1	6	-4
COc1ccc(C2C=C(C)Nc3nc4ccccc4n32)cc1 (stereo unspecified)	-46	.	-7	-2	-9	3	-3	-22
c1ccc(CCNc2ccc3ncc(-c4cccc5ccccc45)n3n2)nc1	2	-20	.	-3	.	.	2	5
COc1ccc(NS(=O)(=O)c2ccc3c(c2)CCCN3C(C)=O)cc1	-21	18	37	4	3	9	-3	12
COc1ccc(-c2cc(C(=O)N(C)Cc3ccc(F)cc3)c3ccccc3n2)cc1OC	5	-52	-4	0	-3	.	2	6
Cc1csc(=O)n1CC(=O)OCC(=O)Nc1ccc(F)c(F)c1F	11	1	-3	-1	.	9	1	15
COc1cccc(COC(=O)c2cc(S(=O)(=O)N3CCCCC3)ccc2N2CCOCC2)c1OC	-7	14	31	0	-2	-12	5	10
C[C@@H](C(=O)Nc1ccc2ccccc2c1)[C@@H]1C[C@@]1(C)[C@@H](NC(=O)OCc1ccccc1)c1ccccc1	.	1	.	1	5	13	-2	.
O=C(c1cccc(C(F)(F)F)c1)N1CCN(c2cc(=O)[nH]nc2-c2ccccc2)CC1	12	3	.	0	-4	15	4	.
CC(=O)c1ccc(OCc2cc(C(=O)N(C)C(C)c3nccs3)no2)cc1 (stereo unspecified)	-68	-25	6	-3	2	-1	1	-26
O=C(C[C@@H]1C[C@@H]2c3cc(NC(=O)C4CCC4)ccc3O[C@@H]2[C@@H](CO)O1)NCCc1ccccc1	1	-3	8	0	-2	-14	2	-4
CC(C)NC(=O)Nc1ccc2c(c1)C(=O)N([C@@H](C)CO)C[C@@H](C)[C@H](CN(C)C(=O)CCCN(C)C)OCCCC[C@H](C)O2	4	.	23	.	.	-5	.	0
COc1ccc(S(=O)(=O)N(C)C[C@@H]2Oc3ccc(NC(=O)CCCCCC(=O)Nc4ccccc4N)cc3CC(=O)N([C@H](C)CO)C[C@@H]2C)cc1	-12	-42	11	57	-6	-1	1	-5
CO[C@H]1CN(C)C(=O)c2ccc(NS(C)(=O)=O)cc2OC[C@H](C)N(C(=O)CC2CC2)C[C@@H]1C	.	1	-12	3	3	-1	0	-10
Cn1nc(C(=O)NCc2ccccc2Cl)c2c1-c1ccccc1S(=O)(=O)C2	20	-9	12	-1	0	-1	6	19
COC(=O)c1ccc(NC(=S)NCCC2=CCCCC2)cc1	.	7	.	7	-3	3	-9	.
C[C@H]1CN([C@@H](C)CO)C(=O)c2cccc(NC(=O)Nc3cccc4ccccc34)c2O[C@@H]1CN(C)S(=O)(=O)c1ccc(Cl)cc1	.	57	-16	4	53*	-14	0	6
CN(CCC#N)C(=S)Nc1ccc(Oc2ccccc2)cc1	5	.	-2	-1	1	6	-5	14
COC(=O)C(C(=O)NCC1CCCO1)C1CCCC1 (stereo unspecified)	.	-8	.	0	30	7	-5	.

Screening data deposited in PubChem BioAssay by Broad Institute.

No enrichment for hits; any-hit rate near 2.9%.
